Assay outcomes: PubChem, National Center for Advancing Translational Sciences (NCATS)
TDP1 block = qHTS Assay for Inhibitors of Tyrosyl-DNA Phosphodiesterase (TDP1); Potency, µM (titrated, usually from 130 µM), inactives show at the top dose activity change, negative = inhibition, usual class: inhibitors; recombinant TDP1, AlphaScreen DNA substrate cleavage; Tyrosyl-DNA phosphodiesterase 1 (Homo sapiens), Q9NUW8; AID 485290, 2010; actives 0.28% (n = 350,000); further: nearly all actives have a fitted effect of over 40% in size
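AlphaScreen read-out: signal falls as enzyme removes the 3' tyrosine-FITC from a 5'-biotinylated DNA oligo (15 nM, 5 min, RT). Enzyme was E. coli-made recombinant Tdp1 at 1 nM, exposed to compound for 15 min beforehand; beads 10 ug/ml, 10 min.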
DT40 TDP1 no CPT = qHTS for Inhibitors of human tyrosyl-DNA phosphodiesterase 1 (TDP1): qHTS in cells in absence of CPT; AID 686978, 2013; actives 15% (n = 420,000); DT40 Tdp1-/- hTDP1 cells, no CPT, ATP luminescence, 48 h; Potency, µM (series often up to 46.2 µM), without a hit: at the top dose activity change, negative = growth inhibition, most hits filed as inhibitors; further: nearly all actives have a fitted effect of over 55% in size
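Growth of hTDP1-complemented DT40 Tdp1-knockout cells is measured by ATP luminescence after at least 48 hr compound exposure at 37 °C, with DMSO substituting for the 20 nM CPT used in the parallel screen.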
KAT2A inh = qHTS Assay for Inhibitors of GCN5L2; Histone acetyltransferase KAT2A (Homo sapiens), Q92830; GCN5L2 HAT assay, ThioGlo1 CoA-SH fluorescence; Potency, µM (top dose mostly 58.9 µM), for the others: top-dose activity change, negative = inhibition, hits mostly inhibitors; actives 0.21% (n = 390,000); AID 504327, 2011
Target sequence (Q92830 whole entry, looked up): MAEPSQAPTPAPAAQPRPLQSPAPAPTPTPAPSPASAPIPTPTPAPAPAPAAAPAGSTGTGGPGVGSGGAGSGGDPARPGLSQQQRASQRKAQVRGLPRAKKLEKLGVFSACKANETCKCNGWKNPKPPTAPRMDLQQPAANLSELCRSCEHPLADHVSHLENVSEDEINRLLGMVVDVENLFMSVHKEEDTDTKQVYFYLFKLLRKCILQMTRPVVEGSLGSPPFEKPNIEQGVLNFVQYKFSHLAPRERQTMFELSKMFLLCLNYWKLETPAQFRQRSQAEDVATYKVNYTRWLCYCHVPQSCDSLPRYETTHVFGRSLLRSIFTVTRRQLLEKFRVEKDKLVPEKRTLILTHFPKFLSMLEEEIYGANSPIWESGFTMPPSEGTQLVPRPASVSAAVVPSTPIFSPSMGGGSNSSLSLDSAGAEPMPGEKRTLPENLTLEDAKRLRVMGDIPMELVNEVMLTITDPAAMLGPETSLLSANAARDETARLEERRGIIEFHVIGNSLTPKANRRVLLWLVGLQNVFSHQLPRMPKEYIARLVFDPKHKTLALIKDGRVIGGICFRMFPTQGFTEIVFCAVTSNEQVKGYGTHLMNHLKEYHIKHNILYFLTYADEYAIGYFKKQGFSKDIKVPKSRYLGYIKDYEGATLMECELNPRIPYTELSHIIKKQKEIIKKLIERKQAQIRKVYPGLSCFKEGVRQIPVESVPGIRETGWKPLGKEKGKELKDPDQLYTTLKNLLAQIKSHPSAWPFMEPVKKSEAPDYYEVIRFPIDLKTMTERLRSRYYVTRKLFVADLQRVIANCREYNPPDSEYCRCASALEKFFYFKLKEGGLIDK
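GCN5L2 (20 nM) in 50mM HEPES pH 7.5, 0.1mM EDTA, 0.01% Tween-20 preincubated 15 min with compounds at room temperature. Reaction started with H3(1-25) 75uM, acetyl-CoA 70uM, ThioGlo1 50uM; CoA-thiol fluorescence (Ex340/Em540) read at 0 and 20 min.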
An asterisk follows results filed as active; ? = inconclusive; / = not tested or not shown; & = joins results of further samples; ! = a repeat was not active; [ ] = another dose, or the depositor's remark. The call rests on the fitted dose curve; in most records, active means well fitted curve in the direction sought with a large enough effect; inconclusive means small, poorly fitted or top-dose-only effect, or another doubt; inactive means no such curve, though single readings can be large; an effect the other way counts as inactive or inconclusive. On the % scale 0 is the no-effect control and ±100 the full control effect; potency means the concentration at half of the fitted maximal effect. These rows are one share of the data; count on the stated rates, not on these rows.

canonical_smiles,TDP1 block,DT40 TDP1 no CPT,KAT2A inh
O=C(Cn1c(=O)c(CNc2ccccc2)cc2cc3c(cc21)OCCO3)Nc1ccccc1Cl,-3%,?,-28%
COc1ccc(/C=N/n2cnc3c([nH]c4ccc(C)cc43)c2=O)cc1CN1CCCC1,1%,7.3µM*,-9%
COc1cc(/C=C/c2nc3ccc([N+](=O)[O-])cc3s2)ccc1OCC(=O)O,-1%,/,-4%
O=C1CC(c2nc(-c3cccc(Cl)c3)no2)CN1c1ccc2c(c1)OCCO2 (centres undefined),6%,-9%,1%
O=C(NCc1ccccc1)C(=O)NCC1OCCN1C(=O)c1cccs1 (centres undefined),-1%,10%,-5%
CCN1C(=O)N(C(C)=O)C2C1N(C(C)=O)C(=O)N2C(C)=O (centres undefined),3%,-1%,0%
CCC1CN(C(=O)N2CCC(C(=O)Nc3ccccc3F)CC2)c2ccccc2O1 (centres undefined),3%&-1%,23µM*!,-5%&-10%
Cc1c(C(=O)NCc2ccccc2Cl)sc2nc(-c3ccc(F)cc3)cn12,-3%,16µM*,-4%
CCOc1ccc2nc(SCC(=O)N3CCCc4ccccc43)sc2c1,-4%,?,-12%
Cc1c(CCC(=O)NCCCCCC(=O)O)c(=O)oc2cc3occ(-c4ccccc4)c3cc12,/,?,-3%
Cc1nn(CC(=O)NCc2ccc(OC(C)C)cc2)c(=O)c2c(C)n(-c3ccc(Cl)cc3)nc12,8%,?,-11%
O=C(Nc1ccc2oc(-c3ccccc3)nc2c1)c1cccnc1,2%,-25%,-5%
COc1cc(NC(=S)NCc2ccco2)cc(OC)c1OC,-3%,9%,-10%
CC1(C)Oc2ccc(C(=O)N/N=C/c3ccc(O)cc3)cc2NC1=O,/,-5%,0%
CN(CCCC1CCCC1)C(=O)CC1C(=O)NCCN1Cc1ccc(F)cc1 (centres undefined),2%,?,-5%
Nc1ncnc2nc(SCCC(=O)O)[nH]c12,-4%,15%,-3%
COc1cccc(-c2nnc(NC(=O)c3ccco3)s2)c1,1%,?,-19%
COc1ccc(-c2nnc(SCC(=O)Nc3c(C)cccc3C)nc2-c2ccc(OC)cc2)cc1,/,1.8µM*,-1%
CCCCC(=O)NC(=S)NNS(=O)(=O)c1ccccc1,6%,-21%,-6%
N#Cc1c(-c2ccccc2)c(-c2ccccc2)nn(CC(=O)NNC(=O)Nc2ccc(Cl)cc2)c1=O,10%,23µM*,-17%
CCCOc1ccc(/C=C/C(=O)OCC(=O)N(C)c2c(N)n(Cc3ccccc3)c(=O)[nH]c2=O)cc1OCC,7%,16µM*,-3%
Cn1cccc1C(=O)NC(=O)COC(=O)c1ccccc1O,-3%,-3%,-22%
O=C(NCc1cccs1)c1nn(-c2ccccc2)nc1CO,5%,?,-7%
COCCCNC(=O)CC1C[C@H](C(=O)N2CCCCC2)[C@@]2(C)c3[nH]c4ccc(OC)cc4c3CCN2C1=O (some centres undefined),2%[56.1 µM],-5%,-6%
Cc1cccc(NS(=O)(=O)c2ccc(C(=O)NCC(c3ccco3)N(C)C)cc2)c1C (centres undefined),2%,?,-16%
O=C(Nc1ccccn1)c1ccc(Cl)c(S(=O)(=O)N2CCCC2)c1,-1%,-27%,-23%
C/C(=N\NC(=O)c1ccc(Br)cc1)c1cccnc1,4%[56.1 µM],11%,-21%
Oc1c(Cl)cc(Cl)cc1C=Nc1ccccc1N1CCCC1,8%,/,-10%
COc1ccc(NC(=O)CCCS(=O)(=O)c2nc(-c3ccccc3OC)cc(C(F)(F)F)n2)c(OC)c1,6%,-20%,-11%
CCOc1ccc2c(c1)C(c1ccc(C)o1)=NNC(c1ccncc1)=N2,8%,-25%,-9%
Nc1ccccc1N1CCOCC1,5%,0%,-2%
NC(=O)COC(=O)CNC(=O)c1cc(Cl)cc([N+](=O)[O-])c1,6%,18%,-2%
COc1ccc(NC(=O)CCNS(=O)(=O)c2cc(Br)ccc2Br)cc1S(N)(=O)=O,7%,-29%,-5%
O=S(=O)(c1ccc2c(c1)OCCO2)C1CCC(S(=O)(=O)c2c(F)cccc2F)CC1 (centres undefined),0%,/,-1%&-3%
O=C(CS(=O)CC(=O)N(c1cccc(F)c1)C(C(=O)NC1CCCCC1)c1ccco1)Nc1ccc(F)cc1 (centres undefined),6%,-3%,-4%
Cc1ccc(C)c(NC(=O)CN(C)C(=O)c2cc([N+](=O)[O-])ccc2N2CCOCC2)c1,/,-23%,1%
O=S(=O)(c1cccs1)N1CCN(Cc2nc3ccccc3s2)CC1,3%,?,-2%
CC(=O)OCCn1c2nc(=O)[nH]c(=O)c-2nc2cc(C)c(C)cc21,3.5µM*,?,?
O=C(CCCC(=O)N1CCCc2ccccc21)N1CCCc2ccccc21,5%,?,1%
N#Cc1cc2c(N)c(C(=O)Nc3ccccc3)sc2nc1N,2%,/,3%
O=C(N/N=C/c1ccco1)c1ccc(C(=O)N/N=C/c2ccco2)o1,/,1%,-13%
Cc1cc(=O)n2c3ccccc3n(C)c2n1,/,8%,?
Cc1ccccc1C(=O)NC(NCc1ccco1)C(Cl)(Cl)Cl (centres undefined),4%,-19%,-8%
N#C/C(=C\c1c[nH]c2ccccc12)c1nnc2n1CCCCC2,4%,?,16%
CCNc1nc(SC(C)C(=O)OC)nc(N(C)C)n1 (centres undefined),-3%,8%,2%
O=C(c1ccco1)N(Cc1cccnc1)c1nc2c(F)cc(F)cc2s1,0%,?,1%
O=C(c1ccc([N+](=O)[O-])cc1)N(Cc1ccc(Br)cc1)N1C(=O)CCCC1=O,5%,-5%,?
CC(C)(C)Cc1nc(-c2ccc(Cl)cc2)no1,2%,-2%,-1%
Cc1ccc(S(=O)(=O)N2CCC(=O)N(CCOCc3cccc(C(F)(F)F)c3)CC2)cc1,0%,?,-2%
CCOC(=O)CSC1=C(C#N)C(c2ccc(F)cc2)C(C(C)=O)=C(C)N1 (centres undefined),5%,?,-9%

6 entries drawn at random from those above:
canonical_smiles,TDP1 block,DT40 TDP1 no CPT,KAT2A inh
O=C(N/N=C/c1ccco1)c1ccc(C(=O)N/N=C/c2ccco2)o1,/,1%,-13%
COc1ccc(NC(=O)CCNS(=O)(=O)c2cc(Br)ccc2Br)cc1S(N)(=O)=O,7%,-29%,-5%
O=S(=O)(c1cccs1)N1CCN(Cc2nc3ccccc3s2)CC1,3%,?,-2%
O=C(c1ccc([N+](=O)[O-])cc1)N(Cc1ccc(Br)cc1)N1C(=O)CCCC1=O,5%,-5%,?
Nc1ccccc1N1CCOCC1,5%,0%,-2%
O=C(CS(=O)CC(=O)N(c1cccc(F)c1)C(C(=O)NC1CCCCC1)c1ccco1)Nc1ccc(F)cc1 (centres undefined),6%,-3%,-4%

The results go on.
canonical_smiles,TDP1 block,DT40 TDP1 no CPT,KAT2A inh
Clc1ccc(CSC2=NCCCN2)cc1Cl,-1%,-26%,-2%
CCc1noc(C)c1C(=O)Nc1cc(C(F)(F)F)ccc1-n1cncn1,/,-6%,1%
COc1ccnc(N2CCN(c3ccccc3)CC2)c1C#N,7%,-17%,-2%
CS(=O)(=O)N(CC(=O)Nc1cccc(Cl)c1)c1ccccc1Cl,3%,-1%,-5%
O=C(NC1CCCCC1)C(c1ccc2ncccc2c1)N(Cc1cccs1)C(=O)c1cccs1 (centres undefined),0%,?,-5%
N#Cc1cccc(C(=O)Nc2cccc(S(=O)(=O)N3CCCC3)c2)c1,2%,-25%,0%
COC(=O)/C=c1\sc2n(c1=O)C(C)=CC(C)(C)N=2,6%,?,-24%
C/C(=C/C(=O)Nc1cccc(F)c1)N1CCCC1,2%,-3%,4%
NC(=O)C1CC(=O)N(c2ccc(OCC(=O)NCc3ccccc3)cc2)C1 (centres undefined),12%,0%,-1%
CCC(N=c1cc(-c2ccc(OC)c(OC)c2)oc2ccc(C)cc12)C(=O)O (centres undefined),4%,1%,-20%
CCOC(=O)N1CCN(C(=O)c2cn(C)c3ccc(S(=O)(=O)N(CC)CC)cc3c2=O)CC1,/,12%,-14%
C=C(C)Cn1c(SCC(=O)O)nnc1-c1ccc(OC)cc1,-3%,-3%,-4%
CCn1c(SCC(=O)Nc2nccc(C)n2)nc2ccccc21,-6%,8%,-3%
CCOC(=O)CSC1=C(C#N)C(c2ccc(C)s2)CC(=O)N1 (centres undefined),-1%,3.3µM*,-4%
COC(=O)c1ccc(CN(c2ccccc2Cl)S(C)(=O)=O)cc1,0%,-12%,-13%
COc1cc(C(=O)NNC(=O)/C=C/c2ccccc2)cc(OC)c1OC,1%,-22%,2%
CCc1[nH]c(=O)[nH]c1C(C)S(=O)(=O)c1ccc(C)cc1 (centres undefined),7%,?,2%
Cc1ccc(S(=O)(=O)c2c(C)nn(C(C)(C)C)c2OC(=O)CC(C)C)cc1,-3%,?,-15%
CN(C)C(=O)N=NC(=O)N(C)C,/,9.2µM*,-14%
Cc1ccccc1NC(=O)Nc1ccccc1C(=O)NCc1ccccc1,3%,?,-8%
CSc1cnc2c(N)nc(N(C)C)nc2n1,6%,?,0%
COc1ccc(-c2ccc(SCC(=O)N3c4ccccc4CC3C)nn2)cc1OC (centres undefined),5%,?,-21%
Cc1ccc(-c2nn3nnnc3c3ccccc23)cc1,2%,-9%,2%
COc1ccc(-c2nc(CS(=O)CC(=O)NCc3ccc(Cl)cc3)c(C)o2)cc1OC (centres undefined),1%,?,-6%
COc1ccc(-c2c(NC(=O)c3ccco3)oc3c(C)cccc3c2=O)cc1,2%,-11%,-19%

Quoted from the listing.
CCOC(=O)CSC1=C(C#N)C(c2ccc(C)s2)CC(=O)N1 (centres undefined) in KAT2A inh = -4%
NC(=O)C1CC(=O)N(c2ccc(OCC(=O)NCc3ccccc3)cc2)C1 (centres undefined) in DT40 TDP1 no CPT = 0%

Reformatted with two lines to a compound: three of the compounds above.
Every second line gives: TDP1 block, DT40 TDP1 no CPT, KAT2A inh
COc1cc(C(=O)NNC(=O)/C=C/c2ccccc2)cc(OC)c1OC
  1%, -22%, 2%
CCc1[nH]c(=O)[nH]c1C(C)S(=O)(=O)c1ccc(C)cc1 (centres undefined)
  7%, ?, 2%
Cc1ccc(S(=O)(=O)c2c(C)nn(C(C)(C)C)c2OC(=O)CC(C)C)cc1
  -3%, ?, -15%

Continuation.
canonical_smiles,TDP1 block,DT40 TDP1 no CPT,KAT2A inh
CCOc1ccc2c(c1)c(N=O)c(O)n2C,3%,?,-4%
CCOC(=O)c1cc(CC)sc1/N=C/C1C(=O)CCCC1=O,0%,-3%,-13%
COc1ccc2[nH]c(=O)c(CN(C(=O)C3CCCO3)c3cccc(C)c3)cc2c1 (centres undefined),3%,/,-14%
O=C(Nc1ccccc1C(F)(F)F)c1noc2c1CCCC2,2%,?,-6%
Cc1cc(C)n(CC(O)CN(c2ccccc2)S(=O)(=O)c2ccc3ccccc3c2)n1 (centres undefined),3%,23µM*,-4%
CCOc1cc(/C=C2\SC(=O)N(CC(=O)Nc3ccccc3F)C2=O)cc([N+](=O)[O-])c1O,7%,21µM*,3%
Cc1cn2c(=O)cc(COC(=O)c3ccc(NC(=O)COc4ccccc4F)cc3)nc2s1,4%,-20%,1%
Cc1ccccc1S(=O)(=O)c1cc(C#N)c(=O)[nH]c1N,6%,-5%,-2%
Cn1c(=O)c2c(-c3ccccc3)n(N3CCOCC3)cc2n(C)c1=O,-11%,?,-5%
Cc1nc2ccc(S(=O)(=O)N(CC(=O)Nc3cccc(F)c3)Cc3ccccc3)cc2s1,4%,?,-7%
CCc1cc(C(=O)NCC(c2cccs2)N2CCOCC2)sc1C (centres undefined),0%[0.505 µM],23µM*,-3%
Cc1cc(NC(=O)c2cccs2)cc(-c2nc3ncccc3o2)c1O,2%,-18%,-30%
Cc1ccc(C(=O)N[C@H](C(=O)Nc2ccc(N3CCOCC3)cc2)C(C)C)cc1,2%,-1%,2%
CCN(CC)S(=O)(=O)c1cccc(C(=O)/C=C2/N(C)c3ccccc3C2(C)C)c1,-15%,15µM*,-12%
